Source: PubChem BioAssay (several laboratories)
ARFGAP1 inhibitor: inhibitors of rat ARFGAP1 GAP activity, primary screen, biochemical, fluorescence polarization, GDP tracer | ADP-ribosylation factor GTPase-activating protein 1 (Rattus norvegicus), Q62848 | Arfgap1-stimulated ARF1 GTP hydrolysis, GDP FP detection | inhibition, % at 16.5 µM | 360,000 tested, 0.26% active | AID 651572, 2012;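 active = inhibition above a per-plate limit, mean inhibition of low control wells plus 3 SD, cut at about 25% in these data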;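 also: 0% = DMSO wells with enzyme and 100% = wells lacking Arfgap1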
Target sequence (Q62848 1-136 limits assumed): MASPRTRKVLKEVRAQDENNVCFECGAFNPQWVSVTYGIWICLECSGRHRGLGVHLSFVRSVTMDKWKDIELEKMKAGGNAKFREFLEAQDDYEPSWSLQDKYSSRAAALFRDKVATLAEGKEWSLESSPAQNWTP
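Assay system: Rat Arfgap1 GAP domain (His6, aa 1-136), purified enzyme | Buffer or medium: HEPES 25 mM pH 7.5, NaCl 150 mM, MgCl2, DTT | Schedule: GTP hydrolysis reaction 2 h at 25 °C | Signal: FP of antibody-bound GDP Alexa 633 tracer, ex 620/em 688 nm | Measure: Percent inhibition of Arfgap1-stimulated GTP hydrolysis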
PLCg1 inh: PLC-gamma1 enzyme inhibitors, primary screen, biochemical, fluorescence, purified enzyme. 1-phosphatidylinositol 4,5-bisphosphate phosphodiesterase gamma-1 (Homo sapiens), P19174. fluorogenic substrate. inhibition, % at 12.2 µM. 370,000 tested, 0.84% active. AID 720700, 2013; in the data active = inhibition above about 9.5%
NR1D1 modulator: modulators of Rev-erb alpha DNA binding, primary screen, biochemical, FITC-DNA, fluorescence polarization, uHTS | 370,000 tested, 0.79% active | AID 1259318, 2017 | Rev-erbα–FITC-DNA binding, 90 min | activity, % at 10 µM | Nuclear receptor subfamily 1 group D member 1 (Homo sapiens), P20393;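 active = activity above about 14%, limit read from the data; passing the limit was not always enough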;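 also: 0% = DMSO wells with 35 nM protein and 100% = DMSO wells with 750 nM protein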
UHRF1 MBD2 ctr: UHRF1 methylated DNA binding inhibitors, primary screen, counter-screen for MBD2 inhibitor project, biochemical, TR-FRET, human UHRF1, single concentration; E3 ubiquitin-protein ligase UHRF1 (Homo sapiens), Q96T88; UHRF1 binding to methylated oligo; inhibition, % at 4.4 µM; 370,000 tested, 0.75% active; AID 687016, 2013; in the data active = inhibition above about 21%;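 also: UHRF1 SRA domain binding a hemimethylated CpG hairpin DNA probe; 0% = median of test compound wells and 100% = reference inhibitor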
PLC-beta3 inh: human PLC-beta3 inhibitors, primary screen, biochemical, fluorescence; Purified PLC-beta3, fluorogenic substrate; inhibition, % at 12.2 µM; 370,000 tested, 0.18% active; in the data active = inhibition above about 11%;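 also: 0% = median of compound wells on plate and 100% = full blocker control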
ASAP1 GAP inh: inhibitors of human ASAP1 ArfGAP activity, primary screen, biochemical, fluorescence polarization | ASAP1-stimulated ARF1 GTP hydrolysis, GDP FP detection | inhibition, % at 16.5 µM | 360,000 tested, 0.19% active | AID 624377, 2012; in the data active = inhibition above about 25%;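 also: 0% = vehicle with enzyme and substrate and 100% = no enzyme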
Target sequence (Q9ULH1 325-724 limits assumed): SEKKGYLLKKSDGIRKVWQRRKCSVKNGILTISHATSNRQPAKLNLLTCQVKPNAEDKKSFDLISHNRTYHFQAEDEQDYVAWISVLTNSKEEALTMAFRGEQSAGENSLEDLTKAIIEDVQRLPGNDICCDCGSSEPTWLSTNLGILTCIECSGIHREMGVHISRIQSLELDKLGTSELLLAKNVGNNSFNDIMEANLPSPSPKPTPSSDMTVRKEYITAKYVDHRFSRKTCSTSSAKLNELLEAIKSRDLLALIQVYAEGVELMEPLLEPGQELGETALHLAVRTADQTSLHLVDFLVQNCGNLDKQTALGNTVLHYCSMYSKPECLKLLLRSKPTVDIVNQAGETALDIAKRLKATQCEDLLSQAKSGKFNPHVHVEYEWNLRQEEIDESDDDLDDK
proKLK7 act: proKLK7 zymogen activators, primary screen, biochemical, fluorescence intensity | activation, % at 7 µM | 370,000 tested, 0.9% active | purified proKLK7, EDANS-DABCYL substrate fluorescence; 100% is mature enzyme control, 0% vehicle;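 active = activation above the mean of all tested compounds plus 3 SD, computed per campaign excluding outliers beyond control limits, cut at about 13% in these data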
HGIII-sPLA2 inh: human group III sPLA2 inhibitors, primary screen, biochemical, QFRET, BODIPY PC-A2 liposome substrate | 370,000 tested, 0.56% active | QFRET BODIPY PC-A2 liposome hydrolysis, fluorescence | inhibition, % at 12.2 µM | Group 3 secretory phospholipase A2 (Homo sapiens), Q9NZ20 | AID 743126, 2013;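 active = inhibition above mean plus 3 SD of compounds lying within the high and low control bounds, cut at about 19% in these data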;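 also: 0% = median of test compound wells and 100% = no enzyme DMSO wells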
Target sequence (Q9NZ20 whole entry, looked up): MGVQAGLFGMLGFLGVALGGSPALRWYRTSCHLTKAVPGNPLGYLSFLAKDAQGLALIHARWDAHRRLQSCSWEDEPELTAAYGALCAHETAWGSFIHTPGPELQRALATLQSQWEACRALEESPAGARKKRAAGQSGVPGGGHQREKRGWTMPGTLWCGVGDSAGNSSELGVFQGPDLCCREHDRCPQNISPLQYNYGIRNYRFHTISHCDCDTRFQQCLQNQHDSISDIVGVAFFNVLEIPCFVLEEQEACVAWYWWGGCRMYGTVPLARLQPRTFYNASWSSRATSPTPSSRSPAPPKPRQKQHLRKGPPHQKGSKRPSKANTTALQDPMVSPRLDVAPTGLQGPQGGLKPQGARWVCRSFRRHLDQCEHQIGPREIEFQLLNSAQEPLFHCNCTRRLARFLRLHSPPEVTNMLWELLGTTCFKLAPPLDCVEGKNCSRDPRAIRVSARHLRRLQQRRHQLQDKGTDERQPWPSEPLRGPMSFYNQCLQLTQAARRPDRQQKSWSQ
Tn6 DDE FP: inhibitors of Tn6 peptide binding to fibrin DD(E), primary screen, biochemical, fluorescence polarization, human fibrin, Tn6 probe | Fibrinogen beta chain (Homo sapiens), P02675 | Fibrin DD(E) TRITC-Tn6 fluorescence polarization displacement | inhibition, % at 8.3 µM | 370,000 tested, 0.21% active | AID 720509, 2013;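 active = inhibition above a per-campaign cutoff: mean of compounds within control limits plus 3 SD, cut at about 15% in these data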;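 also: 0% = median of all compound wells on the plate and 100% = blocking peptide control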
Tn7 DDE FP: inhibitors of Tn7 peptide binding to fibrin DD(E), primary screen, biochemical, fluorescence polarization, human fibrin, Tn7 probe; 370,000 tested, 0.13% active; FP displacement of FITC-Tn7 peptide from fibrin DD(E); 0% = median of compound wells per plate; AID 720508, 2013; inhibition, % at 8.3 µM;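 active = inhibition above the mean of compounds falling within the control limits plus 3 SD of them, cut at about 14% in these data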;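 also: 0% = plate median of compound wells and 100% = 10 µM Aha-Tn7 peptide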
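Also added: labelled Tn7 tracer, 0.1 µM; Assay system: human fibrin DD(E) protein; Amount: 2 µM fibrin DD(E); Schedule: 10 min compound pre-incubation, 3 h probe incubation at room temperature; Repeats: one replicate per compound; Read-out basis: percent inhibition; Measured by: fluorescence polarization of the labelled Tn7 tracer.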
An asterisk follows results filed as active.

Screening COc1ccc(NC(=O)CC2C(=O)N(c3cccc(OC)c3)C(=O)N2C2CCCCC2)cc1 (centres undefined) returned ARFGAP1 inhibitor 5, PLCg1 inh -2, NR1D1 modulator -2, UHRF1 MBD2 ctr -4, PLC-beta3 inh 2, ASAP1 GAP inh 2, proKLK7 act 0.6, HGIII-sPLA2 inh -11, Tn6 DDE FP 1 and Tn7 DDE FP 7.
Screening CCCOc1ccc(NC(=O)CC2C(=O)N(CC)C(=S)N2CCCN2CCN(Cc3ccccc3)CC2)cc1 (centres undefined) returned ARFGAP1 inhibitor -3, PLCg1 inh 3, NR1D1 modulator -3, UHRF1 MBD2 ctr 0, PLC-beta3 inh -3, ASAP1 GAP inh -4, proKLK7 act 0.1, HGIII-sPLA2 inh -38, Tn6 DDE FP 13 and Tn7 DDE FP 4.
For Cc1cccc2cc(C#N)c(SCC(=O)NCC3CCCO3)nc12 (centres undefined) the results were ARFGAP1 inhibitor 10, PLCg1 inh -5, NR1D1 modulator 8, UHRF1 MBD2 ctr -4, PLC-beta3 inh -5, ASAP1 GAP inh -2, proKLK7 act 0.0, HGIII-sPLA2 inh 4, Tn6 DDE FP 4 and Tn7 DDE FP 2.
Screening CN(C)c1ccc(N2C(=O)CSC2=S)cc1 returned ARFGAP1 inhibitor 11, PLCg1 inh 0, NR1D1 modulator -1, UHRF1 MBD2 ctr 0, PLC-beta3 inh -5, ASAP1 GAP inh -6, proKLK7 act 0.2, HGIII-sPLA2 inh 1, Tn6 DDE FP -2 and Tn7 DDE FP -7.
`Cc1cc(C)c2c(CN3CCN(Cc4ccccc4)CC3)cc(=O)oc2c1` gave ARFGAP1 inhibitor 13, PLCg1 inh 2, NR1D1 modulator 1, UHRF1 MBD2 ctr 6, PLC-beta3 inh -2, ASAP1 GAP inh 10, proKLK7 act -0.3, HGIII-sPLA2 inh -9, Tn6 DDE FP 0 and Tn7 DDE FP -4.
Screening Cc1ccccc1CNC(=O)C(=O)NCC1CCCN1S(=O)(=O)c1cccs1 (centres undefined) returned ARFGAP1 inhibitor 1, PLCg1 inh -4, NR1D1 modulator 3, UHRF1 MBD2 ctr -1, PLC-beta3 inh -4, ASAP1 GAP inh 2, proKLK7 act -0.1, HGIII-sPLA2 inh -3, Tn6 DDE FP 3 and Tn7 DDE FP 7.
`COc1ccc(CN2CCN(CC(=O)Nc3ccccc3C(=O)NC3CC3)CC2)cc1F` gave ARFGAP1 inhibitor 2, PLCg1 inh -1, NR1D1 modulator 1, UHRF1 MBD2 ctr -1, PLC-beta3 inh 5, ASAP1 GAP inh 2, proKLK7 act 0.1, HGIII-sPLA2 inh -3, Tn6 DDE FP 0 and Tn7 DDE FP 6.
For Cc1ccc(/C=C/C(=O)Nc2ccc(Oc3ccccc3)cc2)o1 the results were ARFGAP1 inhibitor 0, PLCg1 inh -15, NR1D1 modulator -4, UHRF1 MBD2 ctr 0, PLC-beta3 inh -22, ASAP1 GAP inh 1, proKLK7 act 0.3, HGIII-sPLA2 inh 2, Tn6 DDE FP -1 and Tn7 DDE FP 2.
Screening CN1C(=O)[C@@]2(C3=C(CCCC3=O)OC3=C2C(=O)OC2(CCCCC2)C3)c2ccccc21 returned ARFGAP1 inhibitor 5, PLCg1 inh 0, NR1D1 modulator 5, UHRF1 MBD2 ctr 0, PLC-beta3 inh 0, ASAP1 GAP inh 13, proKLK7 act 0.1, HGIII-sPLA2 inh 0, Tn6 DDE FP -9 and Tn7 DDE FP 6.
Screening CC(C)NC(=O)c1ccccc1NC(=O)Cc1ccc(Br)cc1 returned ARFGAP1 inhibitor 2, PLCg1 inh -2, NR1D1 modulator 6, UHRF1 MBD2 ctr -3, PLC-beta3 inh -4, ASAP1 GAP inh 9, proKLK7 act 0.2, HGIII-sPLA2 inh -3, Tn6 DDE FP 11 and Tn7 DDE FP 3.
Screening Cc1cc(NC(=O)C(C)SCC(=O)N(C)CC(=O)Nc2ccc(Br)cc2C)no1 (centres undefined) returned ARFGAP1 inhibitor -3, PLCg1 inh -5, NR1D1 modulator 1, UHRF1 MBD2 ctr 1, PLC-beta3 inh -5, ASAP1 GAP inh 3, proKLK7 act 0.0, HGIII-sPLA2 inh 3, Tn6 DDE FP -1 and Tn7 DDE FP 3.
For CCCN(CCC)C1=N/C(=C\c2ccco2)C(=O)N1c1ccccc1 the results were ARFGAP1 inhibitor 11, PLCg1 inh -20, NR1D1 modulator -1, UHRF1 MBD2 ctr 0, PLC-beta3 inh -26, ASAP1 GAP inh -5, proKLK7 act -0.1, HGIII-sPLA2 inh -5, Tn6 DDE FP -4 and Tn7 DDE FP -7.
Screening NC(=O)COC(=O)c1cccc(S(=O)(=O)N2CCN(c3ccc(F)cc3)CC2)c1 returned ARFGAP1 inhibitor -3, PLCg1 inh -2, NR1D1 modulator -1, UHRF1 MBD2 ctr 0, PLC-beta3 inh 4, ASAP1 GAP inh 1, proKLK7 act 0.6, HGIII-sPLA2 inh -6, Tn6 DDE FP 1 and Tn7 DDE FP -3.
For COc1cccc(-c2nnc(NC(=O)c3ccco3)s2)c1 the results were ARFGAP1 inhibitor 5, PLCg1 inh -16, NR1D1 modulator -5, UHRF1 MBD2 ctr 0, PLC-beta3 inh -28, ASAP1 GAP inh -9, proKLK7 act -0.7, HGIII-sPLA2 inh 0, Tn6 DDE FP 1 and Tn7 DDE FP 7.
`CC1(c2ccccc2)NC(=O)N(CC(=O)Nc2ccccc2C(=O)NC2CC2)C1=O` (centres undefined) gave ARFGAP1 inhibitor -1, PLCg1 inh -2, NR1D1 modulator -8, UHRF1 MBD2 ctr 1, PLC-beta3 inh -11, ASAP1 GAP inh -1, proKLK7 act 0.2, HGIII-sPLA2 inh 10, Tn6 DDE FP -5 and Tn7 DDE FP 5.
For CCCCSc1nnc(-c2cc3c(C(F)(F)F)nn(C)c3s2)n1C the results were ARFGAP1 inhibitor -8, PLCg1 inh 0, NR1D1 modulator 1, UHRF1 MBD2 ctr 1, PLC-beta3 inh 4, ASAP1 GAP inh -1, proKLK7 act -0.4, HGIII-sPLA2 inh -2, Tn6 DDE FP 2 and Tn7 DDE FP -3.
Screening CCc1cc2c(=O)c(-c3nc4ccccc4n3C)coc2c(CN2CCCCC2)c1O returned ARFGAP1 inhibitor -2, PLCg1 inh -351, NR1D1 modulator -1, UHRF1 MBD2 ctr 1, PLC-beta3 inh -448, ASAP1 GAP inh 5, proKLK7 act 13*, HGIII-sPLA2 inh 8, Tn6 DDE FP 4 and Tn7 DDE FP 0.
Screening CC(NS(=O)(=O)c1ccccc1)C(c1cccs1)N1CCN(c2ccccc2)CC1 (centres undefined) returned ARFGAP1 inhibitor -4, PLCg1 inh 3, NR1D1 modulator -2, UHRF1 MBD2 ctr 4, PLC-beta3 inh 0, ASAP1 GAP inh -5, proKLK7 act 0.0, HGIII-sPLA2 inh -15, Tn6 DDE FP 0 and Tn7 DDE FP -1.
Screening O=C(COc1ccccc1)N1CCN(C(=O)c2cccs2)CC1 returned ARFGAP1 inhibitor 2, PLCg1 inh 3, NR1D1 modulator 1, UHRF1 MBD2 ctr -2, PLC-beta3 inh 3, ASAP1 GAP inh 0, proKLK7 act -0.4, HGIII-sPLA2 inh 4, Tn6 DDE FP -6 and Tn7 DDE FP -3.
Screening CCc1cc(C(=O)N2CCCC(C(=O)c3cccc4ccccc34)C2)n(C)n1 (centres undefined) returned ARFGAP1 inhibitor 4, PLCg1 inh 1, NR1D1 modulator -4, UHRF1 MBD2 ctr 1, PLC-beta3 inh -6, ASAP1 GAP inh -10, proKLK7 act 0.3, HGIII-sPLA2 inh 1, Tn6 DDE FP -1 and Tn7 DDE FP 8.
Cc1cccc(OC(C)C(=O)Nc2cc(S(=O)(=O)N3CCCCC3)ccc2C)c1 (centres undefined) was read as ARFGAP1 inhibitor -1, PLCg1 inh -1, NR1D1 modulator 2, UHRF1 MBD2 ctr 1, PLC-beta3 inh -7, ASAP1 GAP inh 3, proKLK7 act -0.1, HGIII-sPLA2 inh -11, Tn6 DDE FP 3 and Tn7 DDE FP 0.
Screening COc1ccc(C(=O)On2c(-c3ccc(Br)cc3)nc3ccccc3c2=O)cc1 returned ARFGAP1 inhibitor -3, PLCg1 inh -7, NR1D1 modulator 2, UHRF1 MBD2 ctr -1, PLC-beta3 inh -5, ASAP1 GAP inh -2, proKLK7 act -0.1, HGIII-sPLA2 inh -1, Tn6 DDE FP 0 and Tn7 DDE FP -2.
O=c1c2c([N+](=O)[O-])cc([N+](=O)[O-])cc2sn1Cc1ccccc1 was read as ARFGAP1 inhibitor -8, PLCg1 inh 3, NR1D1 modulator 6, UHRF1 MBD2 ctr -3, PLC-beta3 inh 1, ASAP1 GAP inh -10, proKLK7 act -0.1, HGIII-sPLA2 inh 5, Tn6 DDE FP -3 and Tn7 DDE FP -3.

3 entries already listed, ordered by molar mass, low to high:
For COc1cccc(-c2nnc(NC(=O)c3ccco3)s2)c1 the results were ARFGAP1 inhibitor 5, PLCg1 inh -16, NR1D1 modulator -5, UHRF1 MBD2 ctr 0, PLC-beta3 inh -28, ASAP1 GAP inh -9, proKLK7 act -0.7, HGIII-sPLA2 inh 0, Tn6 DDE FP 1 and Tn7 DDE FP 7.
Screening CCc1cc2c(=O)c(-c3nc4ccccc4n3C)coc2c(CN2CCCCC2)c1O returned ARFGAP1 inhibitor -2, PLCg1 inh -351, NR1D1 modulator -1, UHRF1 MBD2 ctr 1, PLC-beta3 inh -448, ASAP1 GAP inh 5, proKLK7 act 13*, HGIII-sPLA2 inh 8, Tn6 DDE FP 4 and Tn7 DDE FP 0.
`COc1ccc(CN2CCN(CC(=O)Nc3ccccc3C(=O)NC3CC3)CC2)cc1F` gave ARFGAP1 inhibitor 2, PLCg1 inh -1, NR1D1 modulator 1, UHRF1 MBD2 ctr -1, PLC-beta3 inh 5, ASAP1 GAP inh 2, proKLK7 act 0.1, HGIII-sPLA2 inh -3, Tn6 DDE FP 0 and Tn7 DDE FP 6.
